# Assay outcomes from PubChem.
# Rab9 promoter act: activates the Rab9 promoter; Huh7 Rab9 promoter-luciferase reporter, luminescence, 24 h; AID 485297; hit rate 2.8% among 320,000; Potency, µM (top dose mostly 9.22 µM), for inactives: at the highest dose activation, negative = inhibition, hits mostly activators; note: potency is the fitted concentration of half-maximal effect; % of control where 0% means no effect; nearly all actives have a fitted effect of over 60% in size
#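 Cells were plated at 1500 per well in reduced-serum medium with 10% FBS and left 2 h. Compound in DMSO was then added for 24 h at 37 °C. Reporter signal was read by luminescence after 10 min with luciferase detection reagent.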
# VP16 counter: counter-screen for ROR gamma inhibitors: Gal4-VP16 reporter; Drosophila S2 Gal4-VP16 UAS-luciferase, luminescence, 20 h; Potency, µM (top dose mostly 53.6 µM), inactives show at the highest dose activity, negative = inhibition, most hits filed as inhibitors; hit rate 3.5% among 310,000;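 note: Gal4-VP16 expression switched on by copper sulfate through the metallothionein promoter; potency is the fitted concentration of half-maximal effect; % is set by controls: 0 for no effect and ±100 for the full control effect; nearly all actives have a fitted effect of over 50% in size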
# ELG1 genotoxic: induces genotoxicity in HEK293T cells with luciferase-tagged ELG1; hit rate 1.3% among 330,000; HEK293T ELG1-luciferase reporter, luminescence, 16 h; AID 504466; Potency, µM (highest dose often 46 µM), for the others: top-dose activity change, positive = activation, usual class: activators; note: potency is the fitted concentration of half-maximal effect; % of control where 0% means no effect; nearly all actives have a fitted effect of over 60% in size
#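 HEK293T cells expressing luciferase-tagged ELG1 were treated with compound or DMSO for 16 hr at 37°C. Luciferase activity was then read after 30 min with ONE-Glo at room temperature; rising signal flags genetic stress.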
# FLuc modulator: inhibits or activates purified firefly luciferase, miR-21 counter-screen | P08659 | purified FLuc, Km substrates, luminescence inhibition | Potency, µM (titrated, usually from 57.5 µM), without a hit: at the top dose activity change, negative = inhibition, actives largely listed as inhibitors | hit rate 6.9% among 360,000;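 note: potency is the fitted concentration of half-maximal effect; plate controls were vehicle for no effect and reference inhibitor for full effect; nearly all actives have a fitted effect of over 55% in size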
# Target sequence (P08659 whole entry, looked up): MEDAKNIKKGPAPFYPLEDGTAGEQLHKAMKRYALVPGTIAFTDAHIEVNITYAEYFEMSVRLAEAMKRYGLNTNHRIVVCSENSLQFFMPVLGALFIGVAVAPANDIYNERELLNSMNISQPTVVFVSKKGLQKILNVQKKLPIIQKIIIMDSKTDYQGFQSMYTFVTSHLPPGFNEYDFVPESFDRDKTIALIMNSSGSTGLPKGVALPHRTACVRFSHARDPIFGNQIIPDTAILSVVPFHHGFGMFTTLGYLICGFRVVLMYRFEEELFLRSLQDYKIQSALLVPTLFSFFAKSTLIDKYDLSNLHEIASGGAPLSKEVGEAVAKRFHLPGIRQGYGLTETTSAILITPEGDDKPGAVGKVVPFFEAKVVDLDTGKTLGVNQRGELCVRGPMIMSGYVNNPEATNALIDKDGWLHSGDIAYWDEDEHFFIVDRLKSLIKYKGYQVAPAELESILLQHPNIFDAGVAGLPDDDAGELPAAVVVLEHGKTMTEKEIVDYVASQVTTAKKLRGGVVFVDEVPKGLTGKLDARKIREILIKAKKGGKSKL
#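 Biochemical qHTS of compounds, final roughly 60 µM downward over six points, against 10 nM purified firefly luciferase using Km concentrations of substrates (10 uM D-luciferin, 10 uM ATP) in Tris acetate pH 7.5 buffer; luminescence output.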
# Giardia killer: kills Giardia lamblia. Giardia lamblia trophozoite viability. activity change, % at 7.66 µM, hits read low. hit rate 0.15% among 340,000. AID 540267; in the data active = activity change below about -80%; inconclusive = between about -30% and that limit;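 note: parasites exposed to compound for two days anaerobically before the ATP read; % is set by controls: 0 for no effect and ±100 for the full control effect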
#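 Viability, read as ATP luminescence: trophozoites at 100 cells/well, compound added, 48 hrs anaerobic at 37 deg C, then 15-30 min room-temperature development before reading.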
# uPA surface inh: inhibitors of cell surface uPA generation; hit rate 0.31% among 330,000; Potency, µM (titrated, usually from 38.3 µM), for the others: at the top dose activity change, negative = inhibition, hits mostly inhibitors; cell surface uPA generation assay, qHTS; active = well fitted inhibition curve with a large enough effect; inconclusive = small, poorly fitted or top-dose-only effect; inactive = no such curve, though single readings can be large or run the other way; tested in mouse RAW 264.7 cells; note: potency is the fitted concentration of half-maximal effect; % is set by controls: 0 for no effect and ±100 for the full control effect; nearly all actives have a fitted effect of over 55% in size
# RORg inh: inhibitors of mouse ROR gamma transcriptional activity; hit rate 5.4% among 310,000; Potency, µM (doses to about 53.6 µM), without a hit: at the top dose activity change, negative = inhibition, actives largely listed as inhibitors; Drosophila S2 Gal4-RORgamma UAS-luciferase reporter, 20 h; note: potency is the fitted concentration of half-maximal effect; % is set by controls: 0 for no effect and ±100 for the full control effect; nearly all actives have a fitted effect of over 60% in size
#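 Read-out: Photinus luciferase luminescence; inhibitors lower reporter signal. Insect Schneider cells with Gal4-ROR gamma fusion under metallothionein promoter, UAS reporter; 700 uM final copper sulfate induction, 20 hr, ambient temperature.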
# KCNH2 3.1 inh: KCNH2 3.1 (human) potassium channel inhibition; AID 720553; activity change, % (tested at about 1.8 µM); U2OS KCNH2 3.1, thallium flux FluxOr; hits give low values; hit rate 0.95% among 340,000;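 active = maximum activity change below -70%; inconclusive = maximum activity change from -70% to -50%; inactive = maximum activity change above -50%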;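 note: thallium influx rate constant from kinetic fluorescence after stimulation buffer; % is set by controls: 0 for no effect and ±100 for the full control effect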
#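 Normalized rate constant (relative to positive and negative DMSO controls) derived from a 2 min kinetic fluorescence read after stimulation; U2OS cells expressing the 3.1 isoform via virus at 1.77 x 10^8 /mL.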
# Coupling enz: coupling enzyme interference in Giardia aldolase counter-screen | coupling enzyme system counterscreen, AmpLite Red fluorescence | activity change, negative = inhibition, % at 58.2 µM, hits read low | hit rate 0.67% among 290,000; in the data active = activity change below about -30%; note: % is set by controls: 0 for no effect and ±100 for the full control effect
#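 Final compound at 57.5 uM, incubated 10 min at RT with coupling enzyme reagent (glyceraldehyde-3-phosphate), then 20 min with substrate and AmpLite Red detection. Fluorescence read at 525/598 nm; tests interference with the coupling assay, not aldolase inhibition.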
# NPC1 prom act: activators of NPC1 promoter | Huh7 NPC1 promoter luciferase reporter, 24 h | Potency, µM (series often up to 9.22 µM), for inactives: at the top dose activation, hits mostly activators | hit rate 2.4% among 320,000 | AID 485313;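 note: potency is the fitted concentration of half-maximal effect; % of control where 0% means no effect; nearly all actives have a fitted effect of over 60% in size; reporter is driven by a mutant NPC1 promoter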
#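 Luminescence read-out of NPC1 promoter-driven luciferase in stably transfected Huh7 cells; compounds delivered in DMSO and left 24 h at 37C, 5% CO2, qHTS titration format.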
# Tb PFK block: blocks T. brucei phosphofructokinase; T. brucei PFK, ADP-Glo luminescence; Potency, µM (highest dose often 57.5 µM), for the others: at the highest dose activity, negative = inhibition, actives largely listed as inhibitors; hit rate 0.17% among 330,000; AID 485367;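 note: potency is the fitted concentration of half-maximal effect; 0% = uninhibited 1x PFK enzyme wells and -100% = no-enzyme wells; nearly all actives have a fitted effect of over 60% in size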
# Target sequence (O15648 whole entry, looked up): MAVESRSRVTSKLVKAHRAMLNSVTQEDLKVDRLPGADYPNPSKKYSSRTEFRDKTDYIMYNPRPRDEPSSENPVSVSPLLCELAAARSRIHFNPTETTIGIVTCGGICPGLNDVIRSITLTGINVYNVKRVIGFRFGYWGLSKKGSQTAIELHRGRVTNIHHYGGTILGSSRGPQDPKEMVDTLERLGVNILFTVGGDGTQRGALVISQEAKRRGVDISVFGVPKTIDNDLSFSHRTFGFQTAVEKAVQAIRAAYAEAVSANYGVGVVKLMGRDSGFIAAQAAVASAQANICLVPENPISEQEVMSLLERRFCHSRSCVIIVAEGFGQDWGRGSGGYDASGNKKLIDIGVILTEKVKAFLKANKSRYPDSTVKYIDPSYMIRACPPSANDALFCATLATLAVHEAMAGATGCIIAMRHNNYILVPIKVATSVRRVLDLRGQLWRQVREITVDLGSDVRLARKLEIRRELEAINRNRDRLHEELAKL
#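 Activity is normalized to no-enzyme wells (full inhibition) and 1.25 nM enzyme wells (no inhibition). Reaction: 0.5 mM F6P, 0.1 mM ATP, 45 min RT, ADP-Glo luminescence; concentration-response curves fitted and classed by quality.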
# * = called active by the depositor; ? = inconclusive; . = no result given; & = joins results of further samples; [ ] = remark or other dose. Unless noted, calls come from the whole dose curve; as a rule, active = well fitted curve in the direction sought with a large enough effect; inconclusive = small, poorly fitted or top-dose-only effect, or another doubt; inactive = no such curve, though single readings can be large; an effect the other way counts as inactive or inconclusive.
SMILES,Rab9 promoter act,VP16 counter,ELG1 genotoxic,FLuc modulator,Giardia killer,uPA surface inh,RORg inh,KCNH2 3.1 inh,Coupling enz,NPC1 prom act,Tb PFK block
CCCc1c(NC(=O)Nc2ccc(F)cc2)cnn1-c1ccccc1,?,-7%,-16%,?,12,?,?,1,4,19%,-3%
CCN(CC)C(=O)C1CCCN(C(=O)c2oc3ccc(C)cc3c2C)C1 (stereo not given),7%,28%,-1%,-10%,14,16%,0%,1,.,0%,1%
Cn1ncc(Cl)c(Oc2ccccc2)c1=O,0%,-6%,2%,0%,-5,.,7%,-7,1,-2%,-1%
COC(=O)Cc1c(O)ccn(Cc2cccc3ccccc23)c1=O,3%,0%,1%,-2%,-15,.,40%,-6,4,-4%,-2%
CC(C(=O)N1CC2(C)CC1CC(C)(C)C2)N1C(=O)c2ccccc2C1=O (stereo not given),-1%,-1%,5%,5%,-15,-3%,-11%,13,1,3%,-9%
CC(C)CN(C(=O)c1ccco1)C1CCS(=O)(=O)C1 (stereo not given),-1%,.,3%,5%,-2,2%,.,-23,.,-4%,0%
CN(C)c1ccnc(NCc2ccccc2)c1C#N,1%,-1%,12%,-7%,26,-3%,-2%,-2,2,0%,-3%
CCCc1ncc(C(=O)c2ccc(OC)cc2)n1C,15%,14%,-1%,2%[2.3 µM],-6,.,10%,9,-2,5%,-1%
COCCNC(=O)COc1ccc(Br)cc1Cl,27%,9%,?,?,23,-1%,?,2,1,22%,-3%
CC(Sc1nc(-c2ccccc2)cc(C(F)(F)F)n1)C(=O)Nc1sc2c(c1C#N)CCC2 (stereo not given),-6%,-2%,-2%,-1%,-13,.,1%,15,-5,-5%,-1%
CCn1c(SCC(=O)NCCc2ccccc2)nnc1-c1ccco1,3%,-6%,0%,-6%,?,3%,-11%,.,7,2%,-2%
O=C(c1ccc(S(=O)(=O)c2ccccc2Cl)c([N+](=O)[O-])c1)N1CCN(Cc2ccccc2)CC1,0%,-74%,-5%,7%,-1,-11%,-9%,-11,-3,0%,-3%
OC(Cn1nnc2ccccc21)Cn1c(C(F)(F)F)nc2ccccc21 (stereo not given),4%,3%,-7%,-6%,1,1%,8%,-2,8,1%,-8%
Cc1ccc(C(=O)Oc2ccc(Br)cc2C(=S)N2CCOCC2)cc1,0%,-9%,1%,1%,-7,1%,6%,-38,-3,-2%,-6%
Cc1ccc(S(=O)(=O)Nc2nc3ccccc3nc2NCC2CCCO2)cc1 (stereo not given),-4%,?,-3%,1%,14,-1%,22%,17,4,-6%,0%
COc1ccccc1CNC(=O)CSc1ccc(Br)cc1,0%,-3%,0%,1%,8,-2%,19%,11,0,-1%,0%
COc1ccc(COC(=O)C2CCN(S(=O)(=O)c3ccc(F)cc3)CC2)cc1,-2%,.,2%,-4%,1,-3%,.,-27,.,1%,-4%
COc1cc(OC)c(-c2nc3cnccc3n2C)cc1OC,-3%,2%,11%,-2%,-5,.,-7%,-3,1,-6%,-2%
CC(NC(=O)C(c1ccccc1)c1ccccc1)C(=O)O (stereo not given),6%,-12%,0%,-1%,-9,0%,1%,5,4,1%,-2%
CCN1C(=S)N[C@@H](c2cccs2)C(C(=O)OC)=C1C,-3%&-3%,20µM*,-2%,3%&-1%,8,11%,4µM*,14,-1&1,-3%&1%,-1%&-2%
OC(CNCc1ccco1)Cn1c2ccccc2c2ccccc21 (stereo not given),-8%,4%,-5%,0%,0,4%,11%,-44,0,-2%,-1%
Cc1cn(CCOc2ccc(Cl)cc2)c(=O)[nH]c1=O,0%,-8%,4%,0%,-3,-5%,1%,1,-1,-4%,-2%
COc1cccc(CN(C)C(=O)C2CCC(=O)N(Cc3cccc(F)c3)C2)c1 (stereo not given),-3%,-2%,-1%,-1%,15,-5%,14%,-5,.,-4%,2%
CC(C)NC(=O)CSc1nnc(-c2ccc(F)cc2)c2ccccc12,-5%,-2%,0%,-1%,-15,-21%,43%,-1,5,-1%,0%
COc1ccccc1Nc1nc(N)nc(-c2cc3ccccc3o2)n1,27%,?,?,?,-7,-2%,-16%,2,-2,10%,1%
COc1ccc(Cl)cc1NC(=O)CN1C(=O)CCS(=O)(=O)c2ccccc21,-2%,-5%,-2%,-2%,-27,8%,34%,.,-3,0%,0%
CC1CCN(Cc2nc(Cl)c3c4c(sc3n2)CCC4)CC1,-7%,?,0%,?,-5,8%,-29%,5,0,-4%,3%
NCCCCCc1cn([C@@H](CCC(=O)O)C(=O)NCCCCCCCCCCC(=O)N2CCNCC2)nn1,-2%,.,-1%,-2%,1,3%,.,21,.,-2%,6%
CCCCOC(=O)c1ccc(NC(=O)c2nn(C)cc2Br)cc1,5%,3.5µM*,21%,21µM*,-3,1%,37%,-17,-14,7%,1%
CNc1nc2c(Cl)cc(Cl)cc2s1,12%,-5%,7%,-2%,-28,-11%,-18%,6,1,-3%,-3%
Cc1cc(C(=O)OCC(=O)NC2CCCCC2)c(C)o1,-6%,7%,6%,1%,8,0%,12%,6,0,1%,3%
COCCOC1CCN(C(=O)C2CCC(=O)N(Cc3cccc(F)c3)C2)CC1 (stereo not given),-3%,6%,6%,-3%,14,-3%,-5%,26,0,-3%,0%
CCN1C(c2ccc(F)cc2)=CS/C1=C(\C#N)c1nnc2n1-c1ccccc1SC2,2%,7%,-14%,-16%,0,12%,0%,-10,3,-3%,-4%
NC(=O)C1(N2CCCCC2)CCN(C2CC(=O)NC2=O)CC1 (stereo not given),-8%,-7%,7%,3%,-18,-5%,?,-2,-2,1%,-5%
COC(CNC(=O)c1cc(Sc2nnc(C)s2)nc2ccccc12)OC,-3%,-5%,-1%,0%,-9,0%,-4%,2,5,1%,-3%
CC1(c2ccc(OC(F)F)cc2)NC(=O)N(CC(=O)Nc2cccnc2Cl)C1=O (stereo not given),-4%,.,0%,-2%,18,3%,.,-1,.,0%,-1%
CC(=O)OCc1c(-c2ccccc2)c2cc([N+](=O)[O-])ccc2n1C,0%,-1%,-5%,-3%,26,-6%,-11%,-18,2,-6%,-8%
CCOc1cc(CNCc2ccc3c(c2)OCO3)ccc1OC,0%,1%,1%,5%,7,-29%,-38%,-4,1,-3%,0%
CCN(CC)CCCNC(=O)CN1C(=O)CSc2ccc(S(=O)(=O)N3CCOCC3)cc21,-8%,-9%,4%,2%,11,12%,-1%,-6,1,-3%,1%
COc1ccccc1CNC(=O)c1nn(-c2ccc(C)cc2)c(=O)c2c1c1ccccc1n2C,.,-6%,.,-1%&12%,8,-2%,0%,-9,2,.,.
CCN(CC(=O)Nc1c(F)cccc1F)C(=O)c1cccnc1Sc1ccccc1,-4%,.,0%,11%,9,-1%,.,-23,.,-1%,-1%
OCCC1CN(Cc2ccc(Oc3ncccn3)cc2)CCN1Cc1ccc(F)c(F)c1 (stereo not given),0%,0%,0%,1%,-14,-13%,20%,-1,2,0%,-3%
COc1ccc(NC(=O)CN(C)C(=O)c2cccc(Oc3ccccc3)c2)cc1,3%,.,0%,-3%,7,24%,.,-18,.,-1%,-13%

# Given with bars between the fields: entries from further up
SMILES | Rab9 promoter act | VP16 counter | ELG1 genotoxic | FLuc modulator | Giardia killer | uPA surface inh | RORg inh | KCNH2 3.1 inh | Coupling enz | NPC1 prom act | Tb PFK block
CC(=O)OCc1c(-c2ccccc2)c2cc([N+](=O)[O-])ccc2n1C | 0% | -1% | -5% | -3% | 26 | -6% | -11% | -18 | 2 | -6% | -8%
NCCCCCc1cn([C@@H](CCC(=O)O)C(=O)NCCCCCCCCCCC(=O)N2CCNCC2)nn1 | -2% | . | -1% | -2% | 1 | 3% | . | 21 | . | -2% | 6%
CCCc1c(NC(=O)Nc2ccc(F)cc2)cnn1-c1ccccc1 | ? | -7% | -16% | ? | 12 | ? | ? | 1 | 4 | 19% | -3%
CNc1nc2c(Cl)cc(Cl)cc2s1 | 12% | -5% | 7% | -2% | -28 | -11% | -18% | 6 | 1 | -3% | -3%
CCOc1cc(CNCc2ccc3c(c2)OCO3)ccc1OC | 0% | 1% | 1% | 5% | 7 | -29% | -38% | -4 | 1 | -3% | 0%
